Screening data: PubChem BioAssay, several laboratories
EP2 mod: EP2 receptor modulators, cAMP readout, primary screen, cell-based, HTRF cAMP, PGE2 stimulation | Prostaglandin E2 receptor EP2 subtype (Homo sapiens), P43116 | EP2-expressing cells, cAMP HTRF FRET, PGE2 co-stimulation | induction, % at 25 µM | 260,000 compounds, 0.83% hits | AID 940, 2007;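 active means compounds whose cAMP rise, as percent of the full-agonist control response, exceeds 60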;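 further: rat C6 glioma line stably carrying human EP2 under a CMV promoter; the protocol text gives 20 µM as final concentration; 100% = response of wells given 1 µM PGE2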
TRPN1 ag: zebrafish TRPN1 channel agonists, primary screen, cell-based, HEK293, calcium fluorescence. transient receptor potential cation channel N1 (TRPN1/NompC), Danio rerio. HEK293 zebrafish TRPN1-YFP, Fluo-8 calcium fluorescence; 100% = response to 87 µM carbachol. activation, % at 3 µM. 220,000 compounds, 0.18% hits. AID 1424, 2008;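 active means activation above its plate's cutoff, the mean activation of test wells on that plate plus 3 SD, cut at about 19% in these data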;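 further: 0% = DMSO alone and 100% = 87 µM carbachol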
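Material: zebrafish TRPN1-YFP in HEK293 cells. Doses: one dose of 3 µM, 0.3% DMSO. Incubation: dye 1 h 37 °C plus 30 min RT. Measured by: intracellular calcium fluorescence with Fluo-8.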
S1P4 ag: S1P4 receptor agonists, primary screen, cell-based; Sphingosine 1-phosphate receptor 4 (Homo sapiens), O95977; S1P4-expressing cell line, agonist reporter assay; activation, % at 4.98 µM; 220,000 compounds, 0.35% hits; in the data active means activation above about 11%;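 further: 0% = DMSO vehicle and 100% = reference agonist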
NPY-Y1 antag: NPY-Y1 receptor antagonists, primary screen, cell-based. HEK293-CNG Y1 cells, membrane potential fluorescence; NPY at EC95, then isoproterenol. inhibition, % at 3.6 µM. 200,000 compounds, 1% hits. AID 1040, 2008;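 active means inhibition above the campaign mean inhibition of all tested compounds plus 3 SD, cut at about 20% in these data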;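 further: 0% = DMSO wells given NPY plus isoproterenol and 100% = isoproterenol alone without NPY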
Target sequence (P25929 whole entry, looked up): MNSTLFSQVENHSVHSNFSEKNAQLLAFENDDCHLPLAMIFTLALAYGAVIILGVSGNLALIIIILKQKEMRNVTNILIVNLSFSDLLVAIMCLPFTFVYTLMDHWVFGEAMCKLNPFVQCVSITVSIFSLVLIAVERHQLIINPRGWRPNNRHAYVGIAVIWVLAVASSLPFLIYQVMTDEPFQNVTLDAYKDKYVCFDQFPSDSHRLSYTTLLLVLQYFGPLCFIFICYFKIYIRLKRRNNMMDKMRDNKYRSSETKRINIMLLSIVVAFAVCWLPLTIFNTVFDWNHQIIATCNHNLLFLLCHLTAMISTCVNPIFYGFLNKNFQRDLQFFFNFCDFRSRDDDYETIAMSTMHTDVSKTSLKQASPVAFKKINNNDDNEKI
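Assay system: HEK293 Y1/CNG channel cell line; Doses: single compound dose of 3.6 µM, 0.4% DMSO; Timing: dye 3 h, compound 60 min room temperature, stimulation 45 min; Technique: Membrane-potential fluorescent dye readout; Measure: % inhibition of NPY effect.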
S1P4 antagonist: S1P4 receptor antagonists, primary screen, cell-based; Sphingosine 1-phosphate receptor 4 (Homo sapiens), O95977; S1P4-expressing cells, antagonist mode, reporter read-out; inhibition, % at 4.98 µM; 220,000 compounds, 0.26% hits; AID 1510, 2009; in the data active means inhibition above about 29%;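 further: 0% = wells stimulated with agonist and 100% = vehicle wells without agonist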
NPY-Y2 PAM-ag: NPY-Y2 potentiators or agonists, primary screen, cell-based | Neuropeptide Y receptor type 2 (Homo sapiens), P49146 | cells expressing NPY-Y2, potentiator/agonist read-out | activation, % at 3.6 µM | 220,000 compounds, 0.45% hits | AID 1359, 2008; in the data active means activation above about 27%;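 further: cells stimulated with NPY near EC25 plus isoproterenol at EC100; 0% = vehicle plus submaximal agonist and 100% = vehicle plus saturating agonist; some results beyond the cut were filed as inactive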
Target sequence (P49146 whole entry, looked up): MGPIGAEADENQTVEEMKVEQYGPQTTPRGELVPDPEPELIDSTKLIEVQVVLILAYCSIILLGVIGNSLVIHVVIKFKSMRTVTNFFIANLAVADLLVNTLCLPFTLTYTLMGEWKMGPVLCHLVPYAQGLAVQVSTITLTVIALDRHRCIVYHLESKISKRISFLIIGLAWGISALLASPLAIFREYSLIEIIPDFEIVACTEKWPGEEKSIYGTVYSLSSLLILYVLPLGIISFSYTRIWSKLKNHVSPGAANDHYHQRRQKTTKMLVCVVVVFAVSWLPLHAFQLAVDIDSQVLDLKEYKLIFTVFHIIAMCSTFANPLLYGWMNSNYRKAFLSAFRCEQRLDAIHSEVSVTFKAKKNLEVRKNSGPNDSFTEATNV
CHOP inhibitor: inhibitors of CHOP promoter induction, primary screen, cell-based, unfolded protein response, luciferase reporter; AID 2732, 2010; CHO-K1 CHOP-promoter luciferase, tunicamycin-induced, 15-18 h; inhibition, % at 10 µM; 220,000 compounds, 3.8% hits;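 active means compounds that reduced the stress-induced luciferase reporter signal by more than about 70% of percent inhibition, limit read from the data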;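 further: 0% = tunicamycin plus vehicle and 100% = wells without tunicamycin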
NPY1 pot ag: NPY-Y1 receptor potentiators or agonists, primary screen, cell-based; 220,000 compounds, 0.37% hits; activation, % at 3.6 µM; NPY-Y1 expressing cells, potentiator/agonist activation; Neuropeptide Y receptor type 1 (Homo sapiens), P25929; in the data active means activation above about 33%, passing the limit was not always enough;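 further: cells stimulated with NPY at EC10 then isoproterenol at EC100; 0% = low agonist plus stimulus and 100% = saturating agonist plus stimulus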
TRPML3 agonist: human TRPML3 channel agonists, primary screen, cell-based, HEK293 TRPML3-YFP, Fluo-8 calcium fluorescence, 3 µM | activation, % at 3 µM | AID 1448, 2008 | 220,000 compounds, 0.29% hits | 100% = the carbachol control signal | Mucolipin-3 (Homo sapiens), Q8TDD5;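 active means activation above its plate's cutoff, the mean activation of the plate's test wells plus 3 SD, cut at about 12% in these data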;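 further: 0% = DMSO only wells and 100% = carbachol wells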
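Material: TRPML3-YFP stable HEK293 cells | Dosing: One concentration, 3 µM nominal, 0.3% DMSO | Timing: 125 s total fluorescence read per well | Technique: Fluo-8 calcium dye fluorescence, ex 470-495, em 515-575 nm | Measure: Percent activation from peak-to-basal fluorescence ratio, scaled between DMSO and carbachol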
The depositor's hits bear a star; · = no result given; & = joins results of further samples.

SMILES,EP2 mod,TRPN1 ag,NPY-Y1 antag,CHOP inhibitor,TRPML3 agonist,S1P4 antagonist,NPY1 pot ag,S1P4 ag,NPY-Y2 PAM-ag
Cc1cc(C)n2nc(-c3cnn(C)c3C(F)(F)F)c(Cl)c2n1,1,0.9,8,14,0.7,-5,-13,0.8,4
c1coc(-c2nc(-c3ccco3)c(-c3ccco3)nc2-c2ccco2)c1,28,-0.4,-2,-60,0.4,-10,5,1.3,11
COc1ccc(OCCCn2cccc2/C=C2/C(=N)N3OC(C)=CC3=NC2=O)cc1,-48,1.0,-6,13,2.0,-16,7,0.1,-2
Cc1ccc(NCC(=O)N/N=C/c2ccc(C(=O)O)cc2)cc1,22,-0.2,·,-22,0.1,4,6,1.0,-18
O=C(Nc1ccc(F)cc1)c1nn(-c2ccccc2)c(=O)cc1Cl,-50,-1.4,-11,-73,-0.2,45*,63*,-3.0,53*
CCn1nnnc1-c1ccc(OC)c(S(=O)(=O)Nc2ccc(C(=O)OC)cc2)c1,-4,-0.3,-1,2,0.7,-3,-18,2.2,-4
Cc1ccc(CNc2ccc3nnc(-c4ccccc4)n3n2)cc1,7,-0.5,2,38,-0.2,-4,-16,1.5,-6
c1ccc(OCCSc2nnnn2-c2ccccc2)cc1,-3,-0.7,5,39,-1.5,10,-6,-1.3,-7
Cc1cc(=O)[nH]c(SCC(=O)N2CCCCCC2)n1,29,0.0,1,1,0.6,-20,-4,2.1,13
Cc1c(NC(=O)c2cn3ccccc3n2)cccc1-n1cnnn1,2,2.2,·,12,1.3,-8,20,1.4,-12
CCCCn1c(=O)nc2n(-c3ccc(Cl)cc3)c3ccccc3cc-2c1=O,37,1.7,6,27,1.3,-19,-24,1.8,-10
O=C(Nc1ccccc1-c1ccccc1)c1cc(C(F)(F)F)cc(C(F)(F)F)c1,22,-1.4,0,51,-0.2,-8,-2,1.0,7
Cc1nc2sc(C(c3ccccc3)N3CCC(O)CC3)c(O)n2n1 (configuration not stated),22,0.1,7,23,0.6,6,5,-0.9,11
CCCOC(=O)c1c(-c2ccc(C)cc2C)csc1NC(=O)C1C2CCC(O2)C1C(=O)O (configuration not stated),33,0.4,-1,-59,0.5,2,48*,2.4,25
CCS(=O)(=O)c1ccc(Sc2nncn2C)c([N+](=O)[O-])c1,12,0.5,4,-12,0.0,6,-2,1.4,-4
O=C1CS/C(=N/N=C/c2ccncc2)N1,-1,0.8,·,2,0.6,0,6,1.1,-2
CC1=C(C)CC(C(=O)Nc2cccc([N+](=O)[O-])c2)C(C(=O)O)C1 (configuration not stated),34,0.7,1,-24,1.7,0,2,0.8,9
COc1cc(OC)c(OC)cc1/C=N/NC(=O)c1cc(-c2cccn2C)n[nH]1,-3,0.7,10,-1,0.6,15,-12,0.7,-6
Cc1noc(C)c1COc1cccc(C(=O)OC(C)C#N)c1 (configuration not stated),11,-2.1,4,11,-1.2,0,4,0.2,-7
CCCOc1ccccc1NC(=O)c1c(-c2ccccc2)noc1C,34,-2.1,6,49,-1.3,-20,-5,4.3,-12
CCCCSc1nnc([C@H](CC(C)C)NC(=O)OC(C)(C)C)o1,1,0.4,5,24,0.1,-4,4,1.5,-24
CCOc1ccc(C2C(C#N)=C(N)Oc3cc(C)[nH]c(=O)c32)cc1OC (configuration not stated),-3,2.1,·,14,1.3,-9,20,-0.7,3
COc1ccc(-c2[nH]ncc2CN2CCC(N3CCSCC3)CC2)cc1F,-10,0.2,1,8,0.7,25,6,1.1,8
COc1ccc([N+](=O)[O-])cc1NC(=O)COC(=O)C1CC1,-1,1.6,-2,-10,0.5,-15,-18,1.3,1
CN(C)c1ccnc(-n2cccc2/C=N/OCc2cccc(F)c2)c1C#N,24,-0.7,3,-1,0.7,-9,29,1.4,-10
CCn1c(SCC(=O)Nc2cc(F)ccc2C)nnc1-c1ccccc1O,1,0.4,6,40,1.0,-14,-3,1.9,6
O=C(NNS(=O)(=O)c1ccc(F)c(Cl)c1)c1cccc(S(=O)(=O)N2CCOCC2)c1,7,-0.3,0,-4,-0.2,-22,-8,1.4,4
O=C(CC12CC3CC(CC(C3)C1)C2)NC(Cc1ccccc1)C(=O)O (configuration not stated),5,-0.1,2,22,1.1,10,-13,0.2,5
Cc1ccc(S(=O)(=O)N2CCN(c3ncnc4c3cnn4-c3ccccc3)CC2)cc1,7,-0.1,-7,21,0.4,-15,-12,1.2,15
O=C(Nc1ccc(F)cc1)N1CCN(c2ccc3nnc(-c4ccc(F)cc4)n3n2)CC1,-10,0.7,1,52,-0.5,-5,1,0.8,9
O=S(=O)(c1ccc2c(c1)OCCO2)N1CCN(Cc2ccc3c(c2)OCO3)CC1,-10,-0.3,19,38,0.1,-5,-24,-3.2,-15
NC(N)=Nc1nc(CSCC/C(N)=N/S(N)(=O)=O)cs1,10&60,1.3,0,35&8,1.0,-18,-8,3.0,-8
CN1/C(=C\C=O)C(C)(C)c2ccccc21,-37,1.9,6,12,0.8,2,-24,1.7,-18
Cn1c(CCN2CCCCC2)nc2cc(NS(=O)(=O)c3ccccc3)ccc21,11,2.0,-1,6,0.8,8,7,-0.3,8
COc1ccc(-c2noc(CSc3nnc(-c4ccncc4)n3-c3ccc(F)cc3)n2)cc1OC,-32,0.4,8,34,0.7,-10,-18,0.0,-13
CC(C)Nc1oc(Cc2cccc3ccccc23)nc1C#N,-10,0.2,0,31,-0.3,14,-5,-0.5,3
CC(=O)c1ccc(OCC(O)CN2CCN(CCN3C(=O)c4cccc5cccc(c45)C3=O)CC2)cc1 (configuration not stated),-19,-2.9,-5,-16,0.4,-11,22,1.4,13
CCCCCC(=O)Nc1ccc(Cc2ccncc2)cc1,-29,0.6,-1,-72,0.4,-3,-6,2.1,14
O=S(=O)(c1cc(Cl)ccc1Cl)N1CCN(Cc2ccc3c(c2)OCO3)CC1,-5,-0.2,19,49,-0.1,12,-8,-4.0,-29
O=C1NC(=S)SC1=C1CCCCCC1,1,2.8,2,6,-0.5,-9,-15,1.2,-20
Cc1ccc(N(CCCCN2C(=O)c3ccccc3C2=O)C(=O)c2cccc([N+](=O)[O-])c2)cc1,48,-0.1,-5,14,-1.3,-7,22,-1.8,-12
O=C(CSCc1c(Cl)cccc1Cl)Nc1ccccc1-c1ccccc1,75*,0.7,11,48,0.2,-4,10,0.6,3
CC(C)(C)NC(=S)NNC(=O)[C@H]1C[C@@H]1c1ccccc1,15,0.3,·,-7,0.9,2,-2,0.3,-21
CCOc1ccc(S(=O)(=O)N(C)c2ccc(OCC(=O)Nc3nc4ccccc4s3)cc2)cc1,-17,0.1,0,81*,0.3,-17,10,1.0,-10
O=C(COC(=O)c1cccnc1Nc1ccccc1F)NC1CC1,-25,1.0,2,-28,-0.2,-9,-6,0.2,3
Cc1ccc(NC(=O)c2c(C)nn(-c3ccccc3)c2Cl)cc1,2,-1.4,-4,-4,0.2,-4,-6,0.9,1
CC1CC(C)(C)N2C(=O)C3(Nc4ccccc4S3)c3cccc1c32 (configuration not stated),58,-1.1,0,91*,0.3,-8,-10,-1.6,5
c1ccc(Oc2cc(-n3cncn3)ncn2)cc1,26,1.7,0,1,0.7,-35,10,1.1,2
CCCc1nc2ccccc2c(=O)n1N,10,0.8,2,-15,1.1,7,-3,2.2,7
O=c1cc(CNC2CCCCC2)c2ccccc2[nH]1,0,0.5,0,1,0.4,-31,12,1.2,10
CCN(CC)S(=O)(=O)c1ccc(NCC2COc3ccccc3O2)c([N+](=O)[O-])c1 (configuration not stated),-4,-1.4,3,37,1.0,-10,-3,-0.1,17
CC(=O)Nc1c(C(=O)N2CCN(c3ccccn3)CC2)cnn1-c1ccc(C)cc1,17,1.4,-2,17,0.4,-5,-2,1.7,4
Cc1cc(S(=O)(=O)Nc2ccc3ccccc3c2)c(C)s1,-33,-1.1,-1,111*,-0.2,-2,4,-0.4,-3
COc1ccc(C(=O)N/N=c2\oc3ccccc3cc2C(N)=O)cc1,-87,2.0,4,-24,0.8,-6,-10,3.6,4
CC(C)[N+](C)(CCOC(=O)C1c2ccccc2Oc2ccccc21)C(C)C,31&26&-23,-1.0,3,1&-15,0.8,-11,1,0.3,3
O=C(Cc1ccc(-c2ccccc2)cc1)NCc1ccccc1,-52,0.9,13,46,0.5,3,-11,-0.1,-15
COc1cccc2sc(Nc3nnc(-c4cccs4)o3)nc12,-30,2.5,1,·,1.0,3,11,-0.7,-2
CCc1ccccc1NC(=O)c1ccc(Cn2cc([N+](=O)[O-])cn2)cc1,13,4.8,-3,-35,3.0,0,0,1.6,5
Cc1sc(NC(=O)CSc2nnc(CCNC(=O)c3cccs3)n2C)nc1-c1ccccc1,-33,-0.9,-4,30,-0.8,4,7,2.1,4
COc1cccc(N(C(=O)C2CSC(=O)C2)C(C(=O)NC(C)(C)C)c2ccncc2)c1 (configuration not stated),1,-1.3,-3,-14,1.2,-11,5,-0.1,0

The listing continues:
SMILES,EP2 mod,TRPN1 ag,NPY-Y1 antag,CHOP inhibitor,TRPML3 agonist,S1P4 antagonist,NPY1 pot ag,S1P4 ag,NPY-Y2 PAM-ag
COC(=O)c1cccc(Oc2nc(N3CCOCC3)nc(N3CCOCC3)n2)c1,·,-0.3,1,·,-0.4,-6,-16,1.8,-12
Cc1cccc(C)c1OCC(=O)N/N=C/c1cc2c(cc1[N+](=O)[O-])OCO2,-8,0.2,-3,8,-0.3,-33,8,0.4,-2
CC1CCCCC1NS(=O)(=O)c1ccc(S(=O)(=O)N2CCN(CCC#N)CC2)cc1 (configuration not stated),-4,1.0,-3,23,0.1,-9,23,0.7,9
Cc1ccc(NC(=O)c2ccc(NCCCN3CCOCC3)c([N+](=O)[O-])c2)cc1Cl,-88,0.8,-7,21,0.6,-16,17,-3.0,12
Cc1c(Cl)cc(-n2cnnn2)cc1[N+](=O)[O-],-4,-2.4,1,-6,0.1,-31,7,0.5,5
COc1ccc(CCNC(=O)C(=O)Nc2ccc3c(c2)OCCO3)cc1OC,33,1.1,0,-10,0.9,-25,7,1.4,19
